Source: PubChem BioAssay
RGS8-Gao reg = human RGS8-Galphao interaction regulation; hit rate 0.34% among 220,000; multiplexed bead flow cytometry, RGS8-Galphao binding; actives lie on both sides; P09471; AID 1423; response (percent of control binding), % at 10 µM; in the data active = response below about 60% or above about 140%; inactive = in between;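 also: Galphao activated as the GDP aluminium fluoride complex binding bead-coupled RGS8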
Target sequence (P09471 whole entry, looked up): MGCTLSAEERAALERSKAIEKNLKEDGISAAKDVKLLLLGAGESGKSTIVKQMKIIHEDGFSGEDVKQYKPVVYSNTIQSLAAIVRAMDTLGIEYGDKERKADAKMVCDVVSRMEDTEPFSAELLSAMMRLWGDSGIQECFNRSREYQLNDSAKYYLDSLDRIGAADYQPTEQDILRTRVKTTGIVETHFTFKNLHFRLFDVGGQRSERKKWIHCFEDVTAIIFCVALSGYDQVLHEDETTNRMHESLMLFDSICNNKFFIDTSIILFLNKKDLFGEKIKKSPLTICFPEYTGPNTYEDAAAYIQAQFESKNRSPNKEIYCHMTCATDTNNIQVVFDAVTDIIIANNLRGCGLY
RGS7-Gao reg = human RGS7-Galphao interaction regulation | P09471 | Multiplexed bead flow cytometry, RGS7-Galphao binding; actives lie on both sides | binding response (% of control), % at 10 µM | hit rate 0.35% among 220,000 | AID 1439; in the data active = binding response below about 49% or above about 150%; inconclusive = no clear call, values can overlap the other calls; inactive = in between;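 also: fluorescent Galphao held in activated GDP-AlF4 state binding bead-coupled RGS7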
GSH bead fluor = GSH bead compound fluorescence profile. fluorescence (KMESF) at 10 µM. GSH beads flow cytometry, compound fluorescence 488/530 nm; active compounds read high. hit rate 0.25% among 190,000; in the data active = fluorescence above about 89;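 also: glutathione beads carrying GST-tagged Bcl family fusion proteins plus one bare bead set; values are compound well signal with DMSO vehicle wells as background; inactives centre near 16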
RGS4-Gao reg = modulates binding of RGS4 to human Galphao; Multiplexed bead flow cytometry; actives lie on both sides; AID 1415; binding response (% of control), % at 10 µM; P09471; hit rate 0.33% among 220,000; in the data active = binding response below about 49% or above about 150%; inactive = in between;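 also: fluorescent Galphao activated with aluminum fluoride binding bead-coupled RGS4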
Mcl1 Bid PPI = Mcl-1/Bid interaction inhibition | Q07820 | TR-FRET Mcl-1/Bid-Dy647 peptide binding, 1536-well | inhibition, % at 21.7 µM | hit rate 0.97% among 220,000 | AID 1021;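 active = compounds that cut the binding signal by more than half at the single screening dose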;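 also: His-tagged Mcl-1 with europium anti-His antibody binding Bid BH3 peptide; 0% = Mcl-1 plus peptide wells and 100% = peptide-only wells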
Target sequence (Q07820 whole entry, looked up): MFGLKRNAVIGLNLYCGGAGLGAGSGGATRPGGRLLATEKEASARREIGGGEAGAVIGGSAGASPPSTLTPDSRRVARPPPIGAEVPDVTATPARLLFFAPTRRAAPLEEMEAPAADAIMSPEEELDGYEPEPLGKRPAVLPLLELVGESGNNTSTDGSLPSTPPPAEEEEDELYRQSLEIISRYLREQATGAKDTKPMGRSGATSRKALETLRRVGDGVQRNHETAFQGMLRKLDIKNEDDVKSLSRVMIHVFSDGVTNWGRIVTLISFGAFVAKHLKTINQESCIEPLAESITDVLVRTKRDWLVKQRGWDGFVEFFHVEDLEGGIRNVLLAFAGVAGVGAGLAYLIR
Pf gamet viab = kills late stage P. falciparum gametocytes; P. falciparum stage V gametocytes, ATP luminescence, 24 h; inhibition, % at 10.9 µM; hit rate 0.065% among 150,000; AID 743093;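 active = inhibition above the mean plus 3 SD of compounds within the control limits, set per campaign, cut at about 38% in these data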;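 also: 0% = DMSO wells and 100% = medium only without gametocytes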
ABCG2 block = inhibitors of human ABCG2 transporter, ABCB1 counter-screen | Q9UNQ0 | AID 1325 | inhibition, % at 6.6 µM | hit rate 0.1% among 190,000 | IgMXP3 cells, JC-1 efflux, flow cytometry;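 active = inhibition above 80%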;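 also: 0% = DMSO and 100% = nicardipine control wells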
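Measure – % inhibition of efflux relative to nicardipine and DMSO · Test system – ABCG2 IgMXP3 and barcoded ABCB1 CCRF-Adr cell mix · Control set – nicardipine as high control, DMSO as low control · Compound – one concentration, 6.6 µM final · Signal – flow cytometry of retained JC-1 fluorescence · Timing – 10 min exposure at 25 °C with rotation, no wash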
ABCB1 block = human ABCB1 inhibition, ABCG2 as counter-screen. CCRF-Adr cells, JC-1 efflux, flow cytometry. inhibition, % at 6.6 µM. hit rate 0.067% among 190,000. AID 1326; in the data active = inhibition above about 40%;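 also: 0% = vehicle and 100% = reference inhibitor; higher value means more JC-1 retained so stronger ABCB1 efflux block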
Avidin bead fluor = compound fluoresces at 488/530 nm on avidin beads; hit rate 0.38% among 220,000; fluorescence (KMESF) at 10 µM; compound fluorescence 488/530 nm, flow cytometry; active compounds read high; in the data active = fluorescence above about 47; also: inactives centre near 10
Mcl-1 Bim block = disrupts Bim peptide binding to human Mcl-1; Bead-based flow cytometry, Bim peptide-Mcl-1 binding; inhibition, % at 10 µM; hit rate 0.1% among 190,000; in the data active = inhibition above about 40%;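 also: 0% = no compound tracer wells and 100% = peptide blocker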
Mcl1-Noxa inh = Mcl-1/Noxa interaction inhibition. Q07820. TR-FRET Mcl-1/Noxa peptide binding, 2 h. hit rate 1.5% among 220,000. inhibition, % at 21.7 µM;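 active = compounds that cut the protein-peptide binding signal by more than 50% relative to plate controls in a single-dose test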;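 also: His-tagged Mcl-1 with rhodamine Noxa BH3 peptide and terbium anti-His antibody; 0% = Mcl-1 plus Noxa peptide wells and 100% = peptide-only wells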
Starred values were filed as active, the others as inactive; ? = inconclusive; · = no result given.

SMILES	RGS8-Gao reg	RGS7-Gao reg	GSH bead fluor	RGS4-Gao reg	Mcl1 Bid PPI	Pf gamet viab	ABCG2 block	ABCB1 block	Avidin bead fluor	Mcl-1 Bim block	Mcl1-Noxa inh
O=C1NC(c2ccncc2)C(C(=O)c2cccs2)C(O)(C(F)(F)F)N1 (stereo not given)	100	102	14	103	9	18	-1	-0.2	39	-3	-8
NS(=O)(=O)c1ccc(NC(=O)COC(=O)c2cc([N+](=O)[O-])ccc2Cl)cc1	98	?	·	93	-10	15	·	·	6	·	13
CCOC(=O)c1[nH]c(C)c(C(=O)OCC(=O)NC2CCS(=O)(=O)C2)c1C (stereo not given)	103	?	·	99	-16	-7	·	·	6	·	12
Cn1nnnc1Sc1ccc([N+](=O)[O-])cc1Cl	101	101	12	101	9	3	2	0.3	9	1	12
COc1ccc(SCc2noc(C(=O)NCC3CCCO3)c2C(=O)O)cc1 (stereo not given)	102	98	30	101	11	-5	4	0.4	10	0	36
O=C(Cn1c(=O)n(CC2CCCO2)c(=O)c2ccccc21)c1ccc(Cl)c(Cl)c1 (stereo not given)	92	100	23	100	7	·	4	1.5	30	1	0
COc1cc(NC(=O)C2CCCCC2)c2ncccc2c1	103	101	46	106	1	·	3	0.4	8	0	4
CCOC(=O)Nc1cc(NC(=O)OCC)c(C)nc1C	106	?	·	105	7	-1	·	·	7	·	17
Cc1cc(C)c(C(CC(=O)c2cccs2)C(C#N)C#N)c(C)c1 (stereo not given)	101	101	4	102	-21	·	3	0.5	13	-4	7
N#CCCCn1c(=O)oc2ccccc21	100	101	10	96	-32	4	1	0.2	10	0	3
O=C(O)c1cc(-c2ccc(N3CCOCC3)cc2)nn1-c1ccccc1Cl	102	105	12	102	-44	-9	1	0.7	20	0	2
C[C@H](NS(=O)(=O)c1ccccc1F)C(=O)OCC(=O)N1CCc2ccccc21	94	99	22	101	-6	·	2	0.0	11	-3	-1
Cc1ccccc1NC(=O)CSc1nnc(Cc2ccccc2)o1	88	100	15	96	-7	·	0	-0.1	5	-5	2
COC(=O)[C@@H](NC(=O)/C=C/c1ccc(OC)cc1)C(C)C	98	102	11	96	-5	13	10	0.4	11	0	0
COc1ccc(C(C)C)cc1S(=O)(=O)NCc1ccccn1	97	94	30	97	-36	-7	8	0.6	14	-1	-1

2 compounds picked at random from the list so far:
SMILES	RGS8-Gao reg	RGS7-Gao reg	GSH bead fluor	RGS4-Gao reg	Mcl1 Bid PPI	Pf gamet viab	ABCG2 block	ABCB1 block	Avidin bead fluor	Mcl-1 Bim block	Mcl1-Noxa inh
COc1ccc(C(C)C)cc1S(=O)(=O)NCc1ccccn1	97	94	30	97	-36	-7	8	0.6	14	-1	-1
N#CCCCn1c(=O)oc2ccccc21	100	101	10	96	-32	4	1	0.2	10	0	3

Next entries follow.
SMILES	RGS8-Gao reg	RGS7-Gao reg	GSH bead fluor	RGS4-Gao reg	Mcl1 Bid PPI	Pf gamet viab	ABCG2 block	ABCB1 block	Avidin bead fluor	Mcl-1 Bim block	Mcl1-Noxa inh
Cc1ccc(Nc2nc(N)nc(CN3CCN(Cc4ccccc4)CC3)n2)cc1Cl	101	?	·	100	10	4	·	·	6	·	17
CCc1nnc(NC(=O)CSc2nnc(CCc3nc4ccccc4[nH]3)n2C)s1	99	99	286*	99	-13	·	0	0.2	7	-16	6
CCOc1ccc(NC(=O)Nc2cc(C)ccc2F)cc1	99	98	40	100	-5	-15	0	0.0	5	-3	9
O=c1[nH]c(-c2ccc(Cl)cc2)cs1	99	97	24	99	-53	-4	2	0.3	10	1	12
O=C(NC(=O)N1CCN(c2cccc(Cl)c2)CC1)c1ccccc1	102	101	25	99	-30	·	37	1.5	11	-5	11
Cc1ccc(-n2ncc(-c3nn[nH]n3)c2N)cc1	98	?	·	89	-9	-13	·	·	7	·	-1
CCOC(=O)C1CCN(C(=O)Cn2cc(C(=O)C3CC3)c3ccccc32)CC1	100	100	19	100	3	·	16	1.4	24	-2	11
COc1ccc(S(=O)(=O)Cc2ccc(C(=O)N3CCN(c4cc(Cl)ccc4C)CC3)o2)cc1	99	100	25	100	-5	·	-1	-0.3	6	-2	7
COCCCN1C(=O)c2ccc(C(=O)Nc3cccc(OC)c3)cc2C1=O	99	96	21	97	-16	9	20	0.9	26	0	2
Cc1ccccc1C(=O)NC(=S)NC1CCSC1=O (stereo not given)	99	101	1	103	-26	13	-3	0.0	13	0	-3
CCCCC(=O)NCc1ccc(F)cc1	100	104	8	103	14	·	1	0.1	2	-2	15
COc1ccccc1Nc1nc(N)nc(CSc2ncccn2)n1	104	102	34	108	-12	·	30	-0.3	14	-4	29
O=C(Cn1nc(-c2ccccc2)c2ccccc2c1=O)Nc1ccccn1	100	99	26	102	7	13	19	0.9	12	15	20
Cc1onc(-c2ccccc2)c1C(=O)N/N=C/c1cc(Br)c(Br)o1	104	106	9	106	11	·	1	0.3	6	-3	32
CN(C)/C=N/c1ncc(-c2ncc(C(F)(F)F)cc2Cl)cn1	97	97	15	99	1	-9	4	0.2	13	1	1
Fc1ccc(COc2ccccc2C(=S)N2CCCC2)cc1	89	98	7	99	-18	-8	-5	-0.5	1	-2	21
C/C(=N\NS(C)(=O)=O)c1ccc(C)cc1	101	98	4	99	-43	·	0	0.0	9	1	-10
CCOC(=O)CC(=O)CSc1ncnc2c1nnn2-c1ccc(OC)cc1	99	94	15	90	-27	6	3	0.1	9	-3	2
N#Cc1ccccc1Cn1c(=O)n(CCCC(=O)NCc2ccc3c(c2)OCO3)c(=O)c2ccccc21	94	102	18	99	-6	7	-2	-0.8	2	0	1
CC(c1ccccc1)N(CCC(c1ccccc1)C1CCOC(C)(C)C1)C(=O)c1ccco1 (stereo not given)	99	99	11	100	-2	-9	-3	2.0	6	-3	14
CC(C)C(=O)NNS(=O)(=O)c1ccccc1	100	93	21	97	-16	5	6	0.6	8	0	3
COc1ccc(CC(=O)N2CCOCC2)cc1OC	100	102	17	99	-9	·	2	0.8	30	-2	17
CC(C)(C)NC(=O)CN(C(=O)c1ccc(CN2CCOCC2)o1)c1ccc2c(c1)OCCO2	104	100	14	100	-28	·	1	0.3	10	-1	18
Cc1ccc(CNCC2CCCO2)o1 (stereo not given)	100	99	59	100	-20	·	2	1.2	14	0	11
Cc1cccc(NC(=O)CN2C(=O)N/C(=C/c3ccc(C)o3)C2=O)c1	98	100	17	99	0	·	-1	-0.1	11	6	85*
c1ccc(-c2ccc(Oc3cc(N4CCOCC4)nc(-c4ccccc4)n3)cc2)cc1	101	103	19	101	-10	·	10	1.1	27	-1	11
CSc1ccc(/C=N/N2CCN(c3ccccc3)CC2)cc1	97	?	14	98	-14	-16	7	0.0	13	-1	-3
Cn1c(CSc2ncccn2)nnc1SCC(=O)N1CCCCC1	102	103	53	105	-19	8	0	-0.7	8	-126	-4
COc1ccc(S(=O)(=O)N(CC(=O)Nc2cc(C)on2)Cc2ccccc2)cc1	101	100	16	97	-1	11	·	·	6	3	-2
O=S(=O)(c1ccccc1)N1CCN(CC2CC3C=CC2C3)CC1 (stereo not given)	103	103	13	101	-4	-4	5	0.2	10	0	17
COc1ccc(C(CC(=O)Nc2ccc(C)cc2)NC(=O)C(F)(F)F)cc1 (stereo not given)	99	97	14	102	-23	5	7	0.4	14	-4	16
COc1ccc(NC(=O)C2C3CC/C=C\CCC32)cc1 (stereo not given)	100	?	·	97	-4	-5	·	·	6	·	3
COc1ccc(-n2c(C)cc(/C=N/Nc3nc(N4CCOCC4)nc(N4CCOCC4)n3)c2C)cc1	97	102	13	89	-70	-7	9	1.9	14	-4	11
CC(=O)Nc1ccc([N+](=O)[O-])cn1	99	101	25	99	-16	-5	1	0.2	4	3	-2
COc1cc(C(C(=O)NC(C)(C)C)N(Cc2ccccc2)C(=O)c2cnccn2)cc(OC)c1OC (stereo not given)	95	95	30	96	-6	·	1	1.1	19	-1	-23
O=C(NCc1ccncc1)c1ccc(Cl)c(S(=O)(=O)N2CCCCC2)c1	100	96	21	103	-36	-8	11	3.2	9	-1	11
O=[N+]([O-])c1ccc(Cl)c(CN2CCC(O)CC2)c1	100	100	6	101	31	-2	2	0.7	14	-7	25
COc1ccc(OCC(O)CNC(=O)c2ccccc2)cc1 (stereo not given)	101	?	·	103	-7	6	·	·	6	·	-3
CCN(CC)c1ccc(NC(=O)c2[nH]c(C)c(C(C)=O)c2C)c(C)c1	97	96	37	100	-17	3	4	0.4	6	-2	26
CCOCC(=O)Nc1nnc(C)s1	99	100	22	98	-2	·	4	0.5	9	-2	3
CCSc1nnc(-c2ccccc2NC(C)=O)c(=O)[nH]1	102	102	16	104	-11	·	16	0.4	8	-1	8
Cn1nc(C(F)(F)F)c(/C=N/OC(=O)c2ccccc2)c1SCc1ccc(Cl)cc1	110	105	11	117	-9	-7	4	0.1	20	0	4
COc1ccc(C(=O)C(OC(=O)c2ccc(C)c(NC(C)=O)c2)c2ccccc2)cc1 (stereo not given)	100	102	23	100	26	·	4	1.4	10	-3	10
O=C(Nc1ccncc1)c1ccc2c(c1)OCCO2	102	98	8	94	-12	·	4	0.3	11	3	-7
COc1ccccc1N(CC(=O)N1CCCCCC1)S(C)(=O)=O	102	100	10	100	-4	·	2	0.1	35	25	-7
Cc1ccc(N2C(=O)CS(=O)(=O)CC2=O)cc1	101	104	12	101	-29	-12	-7	-1.3	10	0	18
CC(=O)Nc1ccc(/C=N/Nc2nc3ccccc3s2)cc1	90	?	·	80	-15	-8	·	·	5	·	40
Cc1cc(=S)[nH]c(=S)[nH]1	101	?	·	107	-51	18	·	·	8	·	-2
Cc1ccc(-n2c(-c3ccco3)nc3c(cnn3-c3ccccc3C)c2=O)cc1	100	104	19	105	1	·	-2	-2.0	10	0	0
Cc1nc(-c2ccc(C(=O)NCCO)cc2)cs1	98	103	12	99	-20	-6	0	-0.2	7	-1	21
O=C(Oc1ccccc1/C=C\C(=O)c1cc2ccccc2o1)c1ccccc1	80	95	6	94	-9	1	4	1.2	0	-1	12
COc1ccccc1NC(=O)c1ccccc1NS(=O)(=O)N1CCCC1	99	99	22	98	-19	·	1	0.5	9	-1	0
COC(=O)C1=C(C)N(C)C(=O)/C1=C\c1ccco1	102	101	30	103	-39	·	33	-0.3	11	-2	8
S=C(NCCCc1ccccc1)Nc1ccc(Cl)cc1	100	103	11	99	-31	-29	51	-0.1	13	-2	35
CCc1ccccc1NC(=S)NC1CC2CCCC(C1)N2Cc1cccs1 (stereo not given)	102	105	44	104	-29	·	-2	-0.2	9	-2	8
O=C(Nc1ccccc1F)N(Cc1ccc(F)cc1)Cc1nc2ccccc2c(=O)[nH]1	109	105	28	107	-15	25	2	0.4	10	0	6
Clc1ccc(Nc2ncnc3c2nnn3Cc2ccccc2)cc1	99	?	·	99	-8	-13	·	·	7	·	-9
O=C(Oc1coc(CSc2ncccn2)cc1=O)c1ccccc1[N+](=O)[O-]	100	101	7	101	-3	-3	2	0.2	22	0	-5
